Screening results from PubChem BioAssay.
LDHA inh – LDHA (human) enzyme inhibition. P00338. purified LDHA, NADH/diaphorase-resazurin fluorescence; active compounds read low. activity change, % (values are at about 110 or 230 µM). 480,000 compounds, 0.15% hits. AID 1347041; in the data active = activity change below about -30%; inconclusive = mostly about -25% to -30%;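 note: plate controls were DMSO wells for no effect and wells without enzyme for full effect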
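Remaining NADH was detected by diaphorase (0.133 mg/mL) converting 37 µM resazurin to fluorescent resorufin, read at 0 and 20 minutes. The preceding 5-minute room-temperature reaction used 2 nM LDHA, 0.2 mM sodium pyruvate and 0.06 mM NADH at pH 7.4.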
12-LOX inh – ALOX12 (human) lipoxygenase inhibition | P18054 | purified 12hLO, xylenol orange hydroperoxide absorbance | Potency, µM (highest dose often 108 µM), for inactives: at the highest dose activity change, negative = inhibition, actives largely listed as inhibitors | 580,000 compounds, 1.1% hits; active = well fitted inhibition curve with a large enough effect; inconclusive = small, poorly fitted or top-dose-only effect, or another doubt; inactive = no such curve, though single readings can be large or run the other way; note: potency is the fitted concentration of half-maximal effect
Target sequence (P18054 whole entry, looked up): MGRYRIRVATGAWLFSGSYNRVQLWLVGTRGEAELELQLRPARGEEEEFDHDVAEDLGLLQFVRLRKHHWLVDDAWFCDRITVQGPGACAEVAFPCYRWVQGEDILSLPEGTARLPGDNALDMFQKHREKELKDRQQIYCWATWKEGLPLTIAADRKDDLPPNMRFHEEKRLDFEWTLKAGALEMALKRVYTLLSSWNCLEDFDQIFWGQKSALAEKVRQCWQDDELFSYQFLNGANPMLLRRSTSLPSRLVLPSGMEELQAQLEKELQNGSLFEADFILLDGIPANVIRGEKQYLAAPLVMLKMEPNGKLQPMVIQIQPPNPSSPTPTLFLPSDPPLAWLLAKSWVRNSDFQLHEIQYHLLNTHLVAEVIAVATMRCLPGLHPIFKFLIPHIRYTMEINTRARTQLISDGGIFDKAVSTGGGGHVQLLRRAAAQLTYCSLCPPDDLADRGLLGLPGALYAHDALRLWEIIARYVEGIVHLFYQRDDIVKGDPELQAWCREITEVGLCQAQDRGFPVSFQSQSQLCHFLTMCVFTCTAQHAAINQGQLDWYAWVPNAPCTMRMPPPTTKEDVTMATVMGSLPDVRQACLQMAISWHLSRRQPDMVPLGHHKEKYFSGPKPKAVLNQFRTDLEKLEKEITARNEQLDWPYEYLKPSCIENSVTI
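Purified human 12hLO at 150 nM in 25 mM Hepes, 0.01% Triton X-100, pH 7.0, preincubated 15 min at room temperature with compound. Reaction started with 40 uM arachidonic acid, 30 min at room temperature. Hydroperoxide measured by Fe-xylenol orange, 573/405 nm absorbance ratio.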
Starred values were filed as active, the others as inactive; ? = inconclusive; [ ] = remark or other dose. Unless noted, % is set by controls: 0 for no effect and ±100 for the full control effect. Some of the compounds tested, so the mix of outcomes need not match the whole.

Start of the data: the first two records, ahead of the listing:
SMILES	LDHA inh	12-LOX inh
CC(C)C(NC(=O)c1ccc(Cl)cc1Cl)C(=O)NCc1cnn(-c2ccccc2)c1 (stereo unspecified)	-15	?
CCC(N)CC12CC3CC(CC(C3)C1)C2 (stereo unspecified)	0	?

This part in full, previewed entries included:
SMILES	LDHA inh	12-LOX inh
CC(C)C(NC(=O)c1ccc(Cl)cc1Cl)C(=O)NCc1cnn(-c2ccccc2)c1 (stereo unspecified)	-15	?
CCC(N)CC12CC3CC(CC(C3)C1)C2 (stereo unspecified)	0	?
Cc1ccccc1Cn1c(C)c(C(=O)N(C)Cc2ccc(F)cc2)sc1=O	-7	-20%
Cn1nc(C2CC2)cc1NC(=O)C1(C)CCN1C(=O)c1ccccc1CCc1ccccc1 (stereo unspecified)	1	2%
Cc1cc(=O)oc(C)c1C(=O)Nc1ccc(OC(F)(F)F)cc1	3	-29%
Cc1ccc2oc(C(=O)NCCCOC3CCCCC3)cc(=O)c2c1	3	?
CSc1cccc(NC(=O)c2cc(=O)c(OCc3ccccc3F)co2)c1	0	67%[activator]
Cc1nc(-c2ccc(CCNC(=O)c3nccnc3N)cc2)cs1	3	9%
CNC(=O)c1ccc(CN(C(=O)Cn2c(C)cc3ccccc32)C2CC2)cc1	1	-3%
N#Cc1ccccc1COc1ccc(C(=O)c2ccccc2)cc1	-13	0%
CC(C)(C)c1cc(CCC(=O)NC2CC2)cc(C(C)(C)C)c1O	0	-2%
COc1ccc(-c2nc3c(s2)CN(C(C(=O)O)c2c[nH]c4cc(Cl)ccc24)CC3)cc1 (stereo unspecified)	-10	?
COc1ccc(S(=O)(=O)Cc2nnnn2-c2ccc(Cl)c(Cl)c2)cc1	-7	-78%
CC(=O)c1nnn(-c2nc(N(C)C)nc(N(C)C)n2)c1C	2	5%
Cc1cc(F)ccc1NS(=O)(=O)c1cc(C(=O)O)cc2c1CCC2	4	?
CCc1ccc(NC(=O)c2cc(=O)c3cc(C)c(C)cc3o2)cc1	-3	28%
Cc1nc(SCc2ccccc2)[nH]c(=O)c1CCC(=O)N1CCC(C)CC1	7	-2%
CC(C)OCCCNC(=O)c1cc(C2CC2)nc2ccccc12	-7	13%
O=C(CSc1nc(C2CC2)n(-c2ccccc2)n1)N1CCN(c2ccccc2)CC1	3	4%
CCOC(=O)[C@]12CCC=C1N(Cc1ccc3c(c1)OCO3)C(=O)[C@H](CC(=O)N1CCSCC1)C2	0	1%
COCCN(CC(N)=O)S(=O)(=O)c1cc(F)ccc1F	5	2%
COc1ccccc1-c1cc(COc2ccc(Cl)cc2Br)on1	0	25%
Cc1oc(-c2ccccc2)nc1CC(=O)NC1CCN(CC(N)=O)CC1	-1	1%
C(=NNC1=NCCN1)c1ccnc2ccccc12	-6	-8%
COC(=O)c1cc(CNC(=O)Nn2cnc3ccccc32)ccc1OC	-9	13%
O=C(NN(c1ccccc1)c1ccccc1)c1cccs1	5	-26%
O=C(Nc1cccc(S(=O)(=O)Nc2ccccc2F)c1)c1cncn1-c1ccc(F)cc1	3	0%
OC[C@@H]1CN(Cc2ccc(-c3ccccc3)cc2)C[C@H](n2cnc3c(NC4CCC4)ncnc32)O1	-6	?
CCN(C(=O)COc1ccc2c(=O)c(Oc3ccccc3)c(C)oc2c1)C1CCS(=O)(=O)C1 (stereo unspecified)	8	-2%
COc1ccc(Cl)cc1NC(=O)COC(=O)CCS(=O)(=O)c1ccc2ccccc2c1	-2	12%
Brc1ccc(CNc2n[nH]c(-c3cccs3)n2)cc1	-1	?
Cc1c(C)c2ccc(OC(C)C(=O)NCc3ccc(S(N)(=O)=O)cc3)cc2oc1=O (stereo unspecified)	5	-4%
CC(C)(C)c1ccc(-c2nnc(SCC(=O)NCc3ccco3)n2Cc2ccco2)cc1	10	?
O=C(/C=C/c1ccccc1)OCC#CCOC(=O)/C=C/c1ccccc1	12	9%
O=C(Nc1ncn(Cc2ccccc2F)n1)c1cc(S(=O)(=O)N2CCCC2)c(Cl)cc1Cl	-2	76%[activator]
CN(Cc1nc2ccccc2[nH]1)S(=O)(=O)c1ccccc1F	-12	20%
Cc1ccc(S(=O)(=O)N2CCN(C(C(=O)NC3CC3)c3ccccc3)CC2)cc1 (stereo unspecified)	6	-16%
CCC(C(=O)Nc1ccc2c(c1)OCO2)n1nc(-c2cc(C)ccc2C)ccc1=O (stereo unspecified)	2	0%
Cc1cc(Br)ccc1NC(=O)C1CCCCC1	10	1%
O=C(Nc1ccc2c(c1)OCO2)c1cc(C2CCCCN2C(=O)c2ccc(Cl)cc2)on1 (stereo unspecified)	2	-3%
COc1ccccc1NC(=O)CSc1nnc(C2CCCCC2)n1-n1cccc1	4	4%
CC(C)C[C@@H](CN1CCC[C@@H]1CN1C(=S)NC[C@@H]1Cc1ccccc1)N1C[C@H](Cc2ccc(O)cc2)N(CC2CCCCCC2)C1=S	-11	-26%
O=C1NCCCCC1NC(=O)C1CCCO1 (stereo unspecified)	0	0%
CCOc1nc2ccccc2nc1N1CCC(C(=O)Nc2ccc(C(C)C)cc2)CC1	1	20%
O=C(Nc1ccccc1O)c1cc(=O)[nH]c2ccccc12	0	21%
Cc1ccccc1-c1ccc(CN2C(C)C(=O)N(Cc3cn(Cc4ccco4)nn3)CCS2(=O)=O)cc1 (stereo unspecified)	-5	?
COc1ccc(CNC(=O)CSc2ccccc2C(=O)OCC(=O)C(C)(C)C)cc1	-9	-20%
O=C(CC1c2ccccc2C=C(c2ccsc2)N1c1ccc(-c2cccnc2)cc1)C1CC1 (stereo unspecified)	7	0%
CC(C)(C)C(=O)COC(=O)c1cc(-c2cccs2)nc2ccccc12	0	?
Cn1c(=O)[nH]c(=O)c2c1nc(NCCCO)n2CCO	6	30%
CCCCN(C)C(=O)c1sc(=O)n(CC(=O)c2ccccc2OC)c1C	2	6%
N#C/C(=C/c1ccc(Cl)cc1)C(=O)OCC(=O)N1CCCCC1	-4	-7%
Clc1ccc(SCc2nc(NC3CCCc4ccccc43)c3c4c(sc3n2)CCC4)cc1 (stereo unspecified)	14	?
CCCCCCCCN1C(=O)[C@H](CC(=O)N2CCCCC2)C[C@@]2(C(=O)OC)CCCCC=C12	3	-10%
COc1cc2nc(C)sc2cc1OC	-13	22%
Cc1cccc(C)c1OCc1nnc(NC(=O)Nc2ccc(F)cc2)s1	1	-16%
COc1cccc(/C=C(\C#N)c2nc3ccc(C)cc3[nH]2)c1OC	-5	1%
CN(C)C(CNCc1cccc(C#N)c1)c1ccccc1 (stereo unspecified)	0	7%
COc1cccc(-c2ocnc2C(=O)Nc2cc(Cl)ccc2OC)c1	-9	1%
N#CC(C(=O)C1CCCCC1)c1nc2ccccc2s1 (stereo unspecified)	2	12%
(cont.)
SMILES	LDHA inh	12-LOX inh
O=C(Nc1ccc(O)c(-c2nc3ccccc3o2)c1)c1ccc2c(c1)OCCO2	-1	14%
CC1(C(=O)Nc2ccc3c(c2)OCCO3)CCN1C(=O)Cc1cc(F)ccc1F (stereo unspecified)	1	?
CCOC(=O)N1CCN([C@H]2CS(=O)(=O)C[C@@H]2S(=O)(=O)c2ccc(C)cc2)CC1	8	-43%
COc1ccc(Cl)cc1NC(=O)COc1ccccc1	3	-3%
COc1ccc(NC(=O)Nc2c(NC3CCCCC3)c3ccccc3oc2=O)cc1OC	24	22%
Cc1csc(CNC(=O)c2sc(C(C)C)nc2C)n1	?	0%
CN(CC(=O)NC1(C)CCS(=O)(=O)C1)Cc1ccccc1 (stereo unspecified)	-6	-4%
COc1cccc(CNC(=O)N2CCN(Cc3ccc(Br)s3)CC2)c1	-3	?
Cc1ccc(S(C)(=O)=O)cc1NCc1ccc(F)cc1Br	5	-29%
O=C(CSc1ncc(C(F)(F)F)cc1Cl)c1ccc(Br)s1	13	?
Cc1ccccc1C1CCCN1S(=O)(=O)c1cnn(C(F)F)c1C (stereo unspecified)	1	4%
CCNc1c(NS(=O)(=O)c2ccc(N3CCCC3=O)cc2)c(=O)oc2ccccc12	0	-21%
COc1cccc(-c2cnc(C(O)c3cccc(CN4CCCCC4)c3)[nH]2)c1 (stereo unspecified)	-7	-1%
C=C(C)Cn1c(NCc2ccccc2)nc2c1c(=O)n(C)c(=O)n2C	-5	2%
Cc1ccccc1-n1c(SC(C)C(=O)c2ccc(F)c(F)c2)nnc1N1CCOCC1 (stereo unspecified)	12	?

A second format for part of the listing above:
canonical_smiles | LDHA inh | 12-LOX inh
Cc1ccc(S(=O)(=O)N2CCN(C(C(=O)NC3CC3)c3ccccc3)CC2)cc1 (stereo unspecified) | 6 | -16%
CCC(C(=O)Nc1ccc2c(c1)OCO2)n1nc(-c2cc(C)ccc2C)ccc1=O (stereo unspecified) | 2 | 0%

More structures follow:
SMILES	LDHA inh	12-LOX inh
CN(Cc1ccccc1)c1nc2c(c(=O)n(C)c(=O)n2C)n1Cc1c(Cl)cccc1Cl	9	45%[activator]
CCCCn1cnc2c1c(=O)n(CC(=O)Nc1ccccc1C)c(=O)n2CCCC	1	?
CCCCOc1ccc2c(C)cc(=O)oc2c1C	10	-1%
Cc1cccc(/C=C/c2cc(C(=O)O)c3ccccc3n2)c1	-6	?
N#Cc1c2n(c(=O)n(CCOc3ccc(Cl)cc3)c1=O)CCC2	11	-9%
CN(CC(=O)Nc1nccs1)S(=O)(=O)c1ccc(Cl)cc1	7	11%
COc1ccccc1Nc1nc2ccccc2nc1NS(=O)(=O)c1ccc(C)cc1	6	-27%
COc1ccc(/C=C(/C#N)c2ccc(C(F)(F)F)cn2)cc1	1	15%
Cc1ccc2c(=O)cc(C(=O)N(Cc3ccccc3Cl)C3CCS(=O)(=O)C3)oc2c1C (stereo unspecified)	1	4%
COc1ccc(-n2c(=O)c3c4c(sc3n3cnnc23)CCC4)cc1	22	35%[activator]
Cc1noc(C(C)N2CCN(C(=O)c3cccs3)CC2)n1 (stereo unspecified)	-11	?
O=C1OCCC1NCC(c1ccccc1)c1c[nH]c2ccccc12 (stereo unspecified)	2	?
Cc1oc2cc(OCC(=O)N(C)C3CCS(=O)(=O)C3)ccc2c(=O)c1Oc1ccccc1 (stereo unspecified)	3	?
CCC(CC)C(=O)Nc1cc(C)ccc1C	-13	69%[activator]
O=S(=O)(NCc1ccc(N2CCOCC2)nc1)c1ccc(F)cc1	1	44%[activator]
CN(Cc1ccc(C(=O)NCC(F)(F)F)cc1)C(=O)c1cc(F)cc(F)c1	-5	4%
O=C(Cc1cccc2ccccc12)NCCc1ccccn1	6	?
CC(NC(=O)Nc1ccc(Cl)c(Cl)c1)c1ccc(Cl)s1 (stereo unspecified)	9	?
Cc1ccc(C2CC2C(=O)O)cc1 (stereo unspecified)	-1	?
CC(C)COC(=O)C(C#N)c1nc2ccccc2nc1Cl (stereo unspecified)	-7	?
Cc1ccccc1/C=C/C(=O)NC(C)CO (stereo unspecified)	7	31%[activator]
Cc1oc(-c2ccc(Cl)cc2)cc1C(=O)N1CCC1(C)C(=O)O (stereo unspecified)	-9	?
CC(Sc1nc2nc[nH]c2c(=O)[nH]1)C(=O)Nc1ccc(F)cc1 (stereo unspecified)	-9	22%
N#C/C(=C\c1ccc2ccccc2n1)c1nc2ccccc2s1	8	?
Cc1cccc(S(=O)(=O)NC(=O)C2(C)CCN2C(=O)c2ccc(C3CCCCC3)cc2)c1 (stereo unspecified)	-4	-4%
O=C(O)C(Sc1ncccn1)c1ccccc1 (stereo unspecified)	-2	?
COCCNC(=O)C1(C)CCN(C(=O)c2cc(C(C)(C)C)nn2C)C1 (stereo unspecified)	-6	-3%
N#Cc1nc(-c2ccc(S(=O)(=O)N3CCOCC3)cc2)oc1NCCc1ccccc1	-5	-7%
C/C(=N\Nc1ccc(Cl)cc1C)c1cc2ccccc2s1	-2	?
O=C(O)CCNC(=O)C(F)(F)C(F)(F)C(F)(F)C(F)(F)C(F)(F)C(F)(F)F	-5	11µM*

Another view of part of the listing above:
LDHA inh	12-LOX inh	molecule
9	?	CC(NC(=O)Nc1ccc(Cl)c(Cl)c1)c1ccc(Cl)s1 (stereo unspecified)
-1	?	Cc1ccc(C2CC2C(=O)O)cc1 (stereo unspecified)

Going on with the list:
SMILES	LDHA inh	12-LOX inh
CN1CCCCCC1=NCCCn1cnc2c1c(=O)n(C)c(=O)n2C	10	0%
O=C1CCCc2c([nH]c3ccc(C4CCCCC4)cc23)C1	-4	6%
CN(C)CCCNC(=O)c1ccc(-c2cc3nc(NCc4cccnc4)n(C)c(=O)c3s2)cc1	1	15%
O=C(NC1(C(=O)O)CCCCC1)C1CCCO1 (stereo unspecified)	11	?
CC(=O)c1ccc(NC(=O)CSc2nc(C)c(C)o2)cc1	-5	?
COCCNC(=O)CS(=O)(=O)Cc1nc(-c2ccccc2Cl)oc1C	-22	?

Five compounds out of the list, arranged by formula weight, rising.
SMILES	LDHA inh	12-LOX inh
O=C1CCCc2c([nH]c3ccc(C4CCCCC4)cc23)C1	-4	6%
CC(=O)c1ccc(NC(=O)CSc2nc(C)c(C)o2)cc1	-5	?
C/C(=N\Nc1ccc(Cl)cc1C)c1cc2ccccc2s1	-2	?
COCCNC(=O)CS(=O)(=O)Cc1nc(-c2ccccc2Cl)oc1C	-22	?
O=C(O)CCNC(=O)C(F)(F)C(F)(F)C(F)(F)C(F)(F)C(F)(F)C(F)(F)F	-5	11µM*
